Assay outcomes from PubChem BioAssay.
STAT3 act = increases IL-6 driven STAT3 reporter signal | U3A cells, IL-6 STAT3-luciferase reporter, luminescence; 100% = signal with IL-6 EC80 alone | activation (% of control), % at 5.6 µM | 0.91% of 190,000 active | AID 871;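 active = activation above the screen-wide mean of compound activation plus 3 SD, cut at about 130% in these data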;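 also: 0% = background luminescence of wells with medium and substrate only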
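System – human U3A cells carrying STAT3-luciferase construct · Probe or stimulus – Interleukin-6, 33 ng/mL · Schedule – compound 1 h, then IL-6 6 h at 37 °C · Signal – luminescence from STAT3-driven luciferase reporter · Evaluation – percent of IL-6-only median luminescence · Benchmarks – IL-6-only high control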
TLR4 MyD88 comp = TLR4-MyD88 interaction inhibition in cells; O00206+Q99836; HeLa CL3-4 TLR4/MyD88 BLA complementation, FRET ratio; 0.18% of 200,000 active; inhibition, % at 8.4 µM; in the data active = inhibition above about 25%;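 also: 0% = vehicle and 100% = reference inhibitor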
Target sequence (O00206 whole entry, looked up): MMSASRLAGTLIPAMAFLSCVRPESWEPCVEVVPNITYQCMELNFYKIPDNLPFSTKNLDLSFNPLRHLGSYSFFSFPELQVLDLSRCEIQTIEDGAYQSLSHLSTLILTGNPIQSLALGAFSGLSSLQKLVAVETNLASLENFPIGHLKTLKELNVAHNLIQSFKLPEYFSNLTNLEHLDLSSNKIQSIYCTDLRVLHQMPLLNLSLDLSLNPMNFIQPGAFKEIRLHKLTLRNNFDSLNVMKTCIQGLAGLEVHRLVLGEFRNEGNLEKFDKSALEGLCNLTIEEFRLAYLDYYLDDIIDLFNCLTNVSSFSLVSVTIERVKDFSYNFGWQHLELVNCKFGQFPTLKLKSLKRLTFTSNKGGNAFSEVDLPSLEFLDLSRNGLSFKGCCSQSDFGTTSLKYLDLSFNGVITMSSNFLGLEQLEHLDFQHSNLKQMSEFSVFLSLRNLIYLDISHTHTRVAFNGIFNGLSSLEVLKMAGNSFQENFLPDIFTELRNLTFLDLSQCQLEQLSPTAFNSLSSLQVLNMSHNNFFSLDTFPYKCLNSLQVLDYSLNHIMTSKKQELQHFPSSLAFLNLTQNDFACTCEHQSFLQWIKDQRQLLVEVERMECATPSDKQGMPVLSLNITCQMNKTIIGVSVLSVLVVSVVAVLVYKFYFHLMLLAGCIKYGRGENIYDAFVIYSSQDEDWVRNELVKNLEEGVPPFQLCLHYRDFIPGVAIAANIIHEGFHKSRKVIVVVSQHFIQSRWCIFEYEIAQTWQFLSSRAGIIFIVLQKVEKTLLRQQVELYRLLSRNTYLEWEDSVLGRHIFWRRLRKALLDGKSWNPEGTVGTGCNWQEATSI
Target sequence (Q99836 whole entry, looked up): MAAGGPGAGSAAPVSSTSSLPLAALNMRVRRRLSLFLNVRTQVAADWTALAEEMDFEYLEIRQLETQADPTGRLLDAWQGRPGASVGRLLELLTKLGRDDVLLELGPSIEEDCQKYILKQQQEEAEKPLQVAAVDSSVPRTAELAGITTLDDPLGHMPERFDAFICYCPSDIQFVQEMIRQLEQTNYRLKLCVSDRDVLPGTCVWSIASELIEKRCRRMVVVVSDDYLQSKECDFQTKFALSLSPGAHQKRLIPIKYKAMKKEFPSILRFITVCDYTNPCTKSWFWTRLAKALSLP
STAT1 inh = STAT1 signaling inhibition | NIH 3T3 STAT1-luciferase reporter, IFN-gamma, luminescence | inhibition, % at 5.5 µM | 0.35% of 200,000 active | AID 920;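 active = inhibition above a set limit, the mean inhibition across all tested compounds plus 3 SD, cut at about 34% in these data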;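 also: 0% = IFN-gamma with DMSO and 100% = IFN-gamma with 300 µM nifuroxazide; values of inactives mirror those of a sister screen read the other way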
Efa HMGR inh = E. faecalis class II HMG-CoA reductase inhibition; purified E. faecalis HMGR, NADPH absorbance 340 nm kinetic; inhibition, % at 10 µM; 0.41% of 190,000 active; AID 1066;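 active = inhibition above a set limit, the median over all tested compounds plus 3 SD, cut at about 9.5% in these data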;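 also: enzyme runs in reverse so mevalonate oxidation gives rising NADPH absorbance; 0% = complete reaction with DMSO and 100% = background rate lacking mevalonate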
APP 5'UTR act = activates APP 5'UTR luciferase reporter; AID 1276; activation, % at 2 µM; SH-SY5Y APP 5'UTR luciferase reporter, luminescence; zero percent = DMSO vehicle wells; 1% of 190,000 active;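 active = activation above a set limit, based on mean plus 3 SD of controls, cut at about 140% in these data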; also: values of inactives mirror those of a sister screen read the other way
STAT1 activator = activators of IFN-gamma induced STAT1 signaling; NIH 3T3 STAT1-luciferase reporter, luminescence; 100% = IFN-gamma alone, no compound; activation (% of control), % at 5.5 µM; 2.6% of 200,000 active;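 active = activation above the screen-wide mean activation plus 3 SD, cut at about 130% in these data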;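 also: raw ratio to IFN-gamma control signal so 100% means no change and 0% no light; values of inactives mirror those of a sister screen read the other way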
Redox H2O2 prof = compounds producing H2O2 with reducing agent – biochemical, NIH compound library profiling, artefact control for MLSCN library redox annotation, primary screen; 0.03% of 200,000 active; DTT-dependent redox cycling H2O2, phenol red/HRP absorbance; 100% = 100 µM peroxide control, 0% = buffer; activation, % at 10 µM;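 active = activation of at least 50% relative to the plate's high and low controls in the primary single-dose screen; inactive = activation below 50%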;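 also: compound incubated with DTT at 0.8 mM final as the reducing agent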
Hsp70 activator = Hsp70 transcriptional activation, primary screen. HeLa Hsp70 promoter luciferase reporter, luminescence; scaled: vehicle 0, proteasome-inhibitor control 100%. 0.04% of 200,000 active. activation, % at 10 µM;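 active = activation above the mean across all tested compounds plus 3 SD, cutoff set per campaign, cut at about 5.5% in these data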;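 also: 100% = MG132 at 30 µM as the positive control and 0% = DMSO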
STAT3 blocker = reduces IL-6 driven STAT3 reporter signal. U3A cells, IL-6 STAT3-luciferase reporter, luminescence; host cell line lacks STAT1. inhibition, % at 5.5 µM. 0.89% of 190,000 active;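 active = inhibition above the mean inhibition across all screened compounds plus 3 SD, cut at about 44% in these data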;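 also: 0% = DMSO only wells and 100% = 100 µM nifuroxazide control wells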
NF-kB neuron act = NF-kB expression increase, human neuronal cells; NF-kB reporter expression; stronger effect = higher value; fold change at 12.5 µM; 1.6% of 190,000 active; AID 1239; in the data active = fold change above about 3.3
* marks the source's active call; other numbers are inactive results; . = no result given.

smiles	STAT3 act	TLR4 MyD88 comp	STAT1 inh	Efa HMGR inh	APP 5'UTR act	STAT1 activator	Redox H2O2 prof	Hsp70 activator	STAT3 blocker	NF-kB neuron act
CCNC(=S)N/N=C1\C(=O)c2cccc3cccc1c23	110	-7	3	-2	4	97	0.4	-0.3	-13	1.2
Cc1cc(-c2nnc(CCC(=O)NC(c3ccccc3)c3ccccc3)o2)no1	101	3	-29	-9	15	126	0.9	0.2	10	1.7
CC(OC(=O)c1ccc(NS(=O)(=O)c2cccs2)cc1)C(=O)N(C)C1CCCCC1 (configuration not stated)	91	-3	2	-2	-3	98	-0.1	-0.4	6	1.2
CCCCSc1nnc(-c2ccc(OC)cc2)n1C	99	1	1	1	21	100	-0.5	-0.2	2	1.4
CCC(C)C(NC(=O)OC(C)(C)C)C(=O)NC(Cc1ccccc1)C(=O)OC (configuration not stated)	99	2	11	-4	-4	90	-8.3	-0.4	6	1.1
C=CCNc1nc(NCCO)nc(N2CCCC2)n1	107	-4	2	0	-15	97	0.7	-0.4	-5	1.2
Cc1ccc(-n2c(N)c(S(=O)(=O)c3ccccc3)c3nc4ccccc4nc32)cc1	99	-7	6	6	14	93	-0.4	0.0	10	1
CCN1C(=O)C(C(=O)Nc2ccc(OC)cc2)C2CC1(C)Oc1ccccc12 (configuration not stated)	85	-10	-5	-1	21	102	0.2	-0.1	20	1.1
COC(=O)c1cc(-c2ccc(Cl)cc2)n[nH]1	82	9	-14	-8	20	112	-1.0	-0.1	26	1.5
O=C(COc1ccc(Cl)cc1Cl)NC(=O)N1CCCCC1	98	-14	-25	0	19	123	0.4	0.8	5	2.6
O=C(CSC1CCCCC1)Nc1nccs1	110	1	-9	-4	17	108	1.4	-0.2	-6	1.3
CN=C1SC(CC(=O)Nc2sc(C)c(C)c2C(=O)OC)C(=O)N1C (configuration not stated)	107	8	-3	-1	6	103	-0.8	-0.3	-6	1.1
CC1=C(C(=O)Nc2ccccn2)C(c2cn(C)nc2C)C2=C(CCCC2=O)N1 (configuration not stated)	119	14	11	-3	16	89	-0.2	-0.1	-24	1.2
CCOc1cccc(Nc2cc3n(c(=O)n2)CCc2cc(OC)c(OC)cc2-3)c1	101	11	10	-1	6	91	0.2	0.2	10	0.3
CCOc1ccccc1C1C(C(=O)Nc2ccccc2OC)=C(C)Nc2nc(CCCO)nn21 (configuration not stated)	.	.	.	3	2	.	-1.3	.	.	0.97
CCOC(=O)c1c(C)c(C(=O)N2CCN(c3ccc(F)cc3)CC2)c(C)n1C	111	-8	7	-6	-19	93	-0.7	-0.2	0	0.88
O=C(Cn1cnc2c(nnn2-c2ccccc2)c1=O)N1CCC(Cc2ccccc2)CC1	95	3	7	4	-2	94	0.1	0.1	15	0.91
CCN(CC)C(=O)CSc1nnc(-c2cc(-c3ccc(Cl)cc3)nc3ccccc23)o1	91	-4	8	-3	-5	95	-0.3	0.0	9	1.2
CCC1(c2ccccc2)NC(=O)N(CC(=O)Nc2ccc3c(c2)OCO3)C1=O (configuration not stated)	110	-3	-4	2	-4	104	1.0	-0.3	-7	0.94
Cc1ccc(NCc2ccccc2OCc2ccccc2F)cc1	94	2	-4	-6	-5	104	-16	-0.3	14	1.1
Cc1cc(NO)c(C(C)C)cc1N=O	98	-6	-2	-2	-5	102	0.7	-0.3	-3	0.54
CC(=O)OCc1c(C(F)(F)F)nn(C)c1Oc1ccccc1	93	11	8	-3	.	93	0.6	0.1	14	1
O=C(Nc1ccc(Cl)cc1)c1ccc(-n2cncn2)c([N+](=O)[O-])c1	81	-1	-6	-9	12	105	1.7	-0.3	32	0.64
Cc1[nH]n(-c2ccccc2)c(=O)c1C(c1ccc(O)c([N+](=O)[O-])c1)c1c(C)[nH]n(-c2ccccc2)c1=O	112	-2	-12	.	7	111	-4.5	-0.3	-8	.
Cc1cccn2c(=O)c3cc(C(=O)N4COCC4(C)C)sc3nc12	108	18	-19	2	53	116	-0.6	0.2	-8	1.1
O=c1c2c3c(sc2nc2n1CCCC2)CCCC3	109	-2	-29	1	-4	122	0.1	1.3	-10	1.7
O=C(C[N+]1(CC#Cc2ccccc2)CCOCC1)c1ccccc1	93	-1	10	2	-5	92	-0.6	-0.1	9	1.1
O=C(COc1cccc2ccccc12)N1c2ccccc2CCc2ccccc21	104	2	-8	6	14	108	-2.9	-0.1	0	0.56
CS(=O)(=O)NN1C(=O)c2ccccc2NC12CCCC2	93	-4	-2	1	-1	102	-2.5	-0.2	9	1.6
Cc1cccc(N2CCN(C(=O)c3cccn4c(=O)c5c(C)c(C)sc5nc34)CC2)c1C	107	-8	4	4	8	97	0.3	-0.6	-1	1.1
COc1ccc(CNCCc2ccc(Cl)cc2)cc1OCc1ccccc1	94	2	24	-2	-14	76	-0.9	0.1	13	0.78
CCOc1ccc(NS(=O)(=O)c2cc(NC(=O)c3cccc(C)c3)ccc2Cl)cc1	113	-6	-5	-3	9	105	0.1	-0.3	-9	0.49
O=S(=O)(c1ccc(F)cc1)N1CCN(Cc2ccccn2)CC1	97	-8	-4	-5	6	102	-0.7	-0.1	6	1.1
Cc1ccc(C(=O)O/N=C(/c2nonc2N)N(C)C)cc1	106	-3	4	0	7	96	-5.2	0.2	-3	1.6
COc1cccc(NC(=O)C(Sc2nnc3ccccn23)c2ccccc2)c1 (configuration not stated)	96	-25	1	5	-3	99	0.0	0.2	2	1.2
O=C(O)c1cccc(-c2nnn(Cc3ccccc3Cl)n2)c1	44	6	44*	0	21	67	2.0	-0.2	70*	4.2*
S=C(c1ccc(N2CCOCC2)cc1)N1CCOCC1	102	-5	0	3	6	100	2.4	-0.4	1	1.3
O=c1c2cccnc2[nH]c(=S)n1CCC1=CCCCC1	94	7	-2	-1	-13	102	2.7	-0.1	17	2.2
CCOC(=O)c1c(NC(=O)CCC(=O)NCc2ccco2)sc2c1CCCC2	96	-2	6	-2	9	95	-0.7	0.0	8	0.88
CCOc1ccc(NC(=O)CN2CCN(CC(=O)Nc3ccc(OC)cc3)CC2)cc1	105	-5	2	11*	-8	98	-3.9	-0.3	-3	0.89
CC(C)NC(=O)C(=O)NC1CCCCCC1	96	9	-2	0	-7	102	2.7	-0.7	10	1.4
FC(F)(F)c1cnc(Oc2ccccc2-c2nnc(-c3ccc(Cl)cc3)o2)c(Cl)c1	96	0	-9	0	-2	104	0.2	-0.5	5	1.4
COC(=O)Cc1cc(=O)n(-c2nc3ccccc3s2)[nH]1	92	25*	7	-1	35	86	-0.7	-0.5	12	0.89
Cn1cnnc1Sc1ccc(/C=C(\CCC(=O)O)c2nc3ccccc3s2)cc1[N+](=O)[O-]	105	6	4	8	-4	97	-0.8	0.0	2	1.1
O=C(C1=C[C@@H](C2CCCCC2)C[C@@H](OCCCCO)O1)N1CCN(Cc2ccc3c(c2)OCO3)CC1	.	-4	-2	-3	-5	103	-1.0	-0.2	.	0.8
Nc1nonc1C(=O)NC(c1ccccc1)c1ccccc1	101	-13	5	-5	-8	95	0.5	1.1	2	1.2
CCNC(=O)COC(=O)/C=C/c1c(C)nn(Cc2cccc(OC)c2)c1Cl	97	-16	-12	-2	9	109	-0.8	-0.1	9	.
CCn1c2ccccc2c2cc([N+](=O)[O-])ccc21	94	-5	-4	-2	18	103	-0.1	-0.5	9	1.1
CCOc1ccc(CC2NCCc3cc(OCC)c(OCC)cc32)cc1OCC (configuration not stated)	100	-3	15	4	8	86	-1.2	-0.2	0	0.95
CCCc1cc(=O)n2[nH]c(Cc3ccccc3)nc2n1	96	18	2	1	-5	96	0.3	0.0	8	1
CC12CCC(C(=O)Nc3cc(F)ccc3F)(CC1=O)C2(C)C (configuration not stated)	94	-5	-3	-4	-8	100	-0.1	-0.2	10	1.1
CN(C)Cc1c(O)ccc2occ(C(O)c3ccccc3)c12 (configuration not stated)	102	1	-2	-3	4	102	-0.5	-0.3	4	0.97
COc1ccc(CN2CCn3ncc(C(=O)Nc4cc(C)cc(C)c4)c3C2=O)cc1	103	1	5	-4	-12	95	-5.1	-0.1	-2	0.93
C=CCn1c(Cc2csc(N)n2)nnc1SCC(=O)OCC	104	2	-5	0	8	103	1.3	0.2	-2	1.3
CC(C)(C)n1nc2c(c1NC(=O)CCCc1ccccc1)CS(=O)C2 (configuration not stated)	103	5	-4	2	-9	103	-1.2	-0.4	2	0.94
Cc1sc(NC(=O)c2cccc([N+](=O)[O-])c2)c(C(N)=O)c1-c1ccc(C(C)(C)C)cc1	105	-2	-13	2	11	112	-0.1	-0.4	-6	0.99

More records follow.
smiles	STAT3 act	TLR4 MyD88 comp	STAT1 inh	Efa HMGR inh	APP 5'UTR act	STAT1 activator	Redox H2O2 prof	Hsp70 activator	STAT3 blocker	NF-kB neuron act
CCOCCOC(=O)C1=C(C)N(C)C(=O)NC1c1cc(Cl)c(O)c(OC)c1 (configuration not stated)	103	2	-6	0	-9	106	8.2	-0.2	-2	1.1
CCC(C(=O)Nc1nc(C)cs1)c1ccccc1 (configuration not stated)	99	-6	14	-6	16	87	2.7	-0.2	4	1.1
Cc1nn(Cc2ccccc2)c(Cl)c1C(=O)NC(C)(C)C	101	8	-1	-2	-2	101	-0.7	-0.1	-3	0.95
O=C(Nc1nnc(CCN2CCCCC2)s1)C1CCCCC1	114	-20	-2	0	-27	102	2.5	-0.3	-12	0.92
COC(=O)C1=C(C)N(C(C)c2ccccc2)C(=O)C1 (configuration not stated)	106	1	4	-7	-4	97	0.4	-0.2	-9	1.2
O=C1NC(=O)C(CC(=O)N(Cc2ccco2)C2(C(=O)NC3CCCC3)CCCCC2)N1 (configuration not stated)	100	-11	6	-4	7	90	-0.1	-0.3	0	1.3
CCC1=C/C(=C/c2sc3ccccc3[n+]2CC)CC(C)(C)C1	106	-2	29	0	17	73	-0.2	-0.3	6	0.76
O=C(CSc1nnc(-c2cccs2)n1-c1ccccc1)N1CCCC1	99	0	4	0	-11	96	-0.4	-0.2	8	0.89
CC(=O)Nc1ccccc1OCC(=O)N(Cc1ccccc1)C(C)C	88	2	16	-3	8	86	0.3	-0.4	13	0.84
COc1cccc(N2C(N)=NC(N)=NC2(C)C)c1	93	-8	-1	-1	9	101	-0.2	0.2	11	2.6
CCN1C(=O)/C(=C\c2cccn2-c2ccc([N+](=O)[O-])cc2)N(CC)C1=S	102	3	3	-3	-21	97	0.4	-0.5	1	0.95
CC1(C)Cc2nc3sc(C(=O)O)c(N)c3cc2CS1	95	0	5	2	-10	94	-0.7	-0.1	8	1.4
COc1ccc(-c2c3c(=O)n(C)c(=O)n(C)c3cn2N2CCOCC2)cc1	106	-1	-2	4	-5	102	-0.6	-0.2	3	1.2
COc1cc(NC(=O)C2CCCN2C(=O)OCc2ccccc2)cc(OC)c1 (configuration not stated)	108	0	-18	0	-18	115	0.1	0.0	-6	0.94
